OX1R antag = antagonists of human orexin 1 receptor (OX1R) | 330,000 tested, 1.8% active | O43613 | inhibition, % at 6.6 µM | OX1R-expressing cells, FRET antagonist read-out | AID 485270; in the data active = inhibition mostly above about 38%, no sharp cut-off; inactive = mostly below about 40%;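 also: 0% = agonist challenge alone and 100% = reference antagonist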
Target sequence (O43613 whole entry, looked up): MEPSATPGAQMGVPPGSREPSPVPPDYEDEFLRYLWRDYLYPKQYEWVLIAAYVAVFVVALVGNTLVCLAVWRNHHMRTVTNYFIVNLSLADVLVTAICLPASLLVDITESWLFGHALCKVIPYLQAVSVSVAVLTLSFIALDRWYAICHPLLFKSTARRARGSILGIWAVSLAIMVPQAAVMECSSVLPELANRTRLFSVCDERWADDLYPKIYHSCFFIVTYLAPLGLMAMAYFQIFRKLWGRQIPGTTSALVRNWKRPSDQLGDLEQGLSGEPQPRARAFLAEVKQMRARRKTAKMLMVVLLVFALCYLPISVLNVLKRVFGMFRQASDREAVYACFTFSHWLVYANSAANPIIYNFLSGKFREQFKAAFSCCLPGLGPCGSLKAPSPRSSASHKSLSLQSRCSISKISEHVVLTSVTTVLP
STK33 kinase inh = blocks human STK33 kinase activity; Q9BYT3; purified STK33, MBP phosphorylation, ADP-Glo luminescence; inhibition, % at 10 µM; 320,000 tested, 0.073% active;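 active = inhibition at or above 25%, using the most active replicate where run in duplicate; inactive = inhibition below 25%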
Target sequence (Q9BYT3 whole entry, looked up): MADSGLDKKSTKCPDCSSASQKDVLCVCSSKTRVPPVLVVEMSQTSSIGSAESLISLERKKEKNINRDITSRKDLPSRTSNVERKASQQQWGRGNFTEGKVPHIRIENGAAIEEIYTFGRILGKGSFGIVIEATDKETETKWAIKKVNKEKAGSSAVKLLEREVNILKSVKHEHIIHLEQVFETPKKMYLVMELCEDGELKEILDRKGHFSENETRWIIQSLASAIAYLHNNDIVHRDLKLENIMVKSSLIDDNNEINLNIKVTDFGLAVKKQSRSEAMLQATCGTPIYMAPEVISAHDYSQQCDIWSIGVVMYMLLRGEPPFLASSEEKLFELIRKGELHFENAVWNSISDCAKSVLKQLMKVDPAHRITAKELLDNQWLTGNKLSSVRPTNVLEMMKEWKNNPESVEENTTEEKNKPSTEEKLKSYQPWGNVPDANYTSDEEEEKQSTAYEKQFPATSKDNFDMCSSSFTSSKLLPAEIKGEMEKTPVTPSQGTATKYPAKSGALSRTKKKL
Starred values were filed as active, the others as inactive; x = no result given.

OX1R antag | STK33 kinase inh | compound
-1.8 | 0.6 | O=C(c1ccco1)N1CCN(Cc2nc(-c3cccs3)no2)CC1
15.3 | -1.1 | COc1ccc(/C=C/C(=O)c2ccc3c(c2)OCO3)cc1OC
6.1 | -0.7 | CC1(C)CC2CC(C)(CN2S(=O)(=O)c2ccc(N)cc2)C1 (stereo not drawn)
12.8 | x | CCN(CC)C(=O)COc1ccc2c3c(c(=O)oc2c1)CCCC3
9.1 | -1.4 | O=C(Nc1cccc(F)c1)NC1CCN(Cc2ccccc2)CC1
12.7 | 0.7 | CCCCOc1ccc(CCC(=O)N/N=C/c2ccco2)cc1
58.9* | -1.2 | O=C(C1=C(O)C(=O)N(CCN2CCOCC2)C1c1ccccn1)c1cccs1 (stereo not drawn)
15.4 | 0.8 | O=C(Cn1cc(C(F)(F)F)ccc1=O)N1CCN(S(=O)(=O)c2ccc(Cl)cc2)CC1
6.5 | -0.5 | CC1CCc2sc(C(=O)OCC(=O)NC(N)=O)cc2C1 (stereo not drawn)
13.1 | -1.0 | CCCN1CCc2c(sc3nc(SC)n(-c4ccccc4)c(=O)c23)C1
10.1 | -1.2 | COC(=O)c1ccc(NC(=O)CSc2nncn2-c2ccccn2)cc1
30.9 | -0.5 | CC(C)(C)n1ncc2c(=O)n(Cc3c(F)cccc3Cl)cnc21
3.9 | -0.3 | Cc1csc(=S)n1-c1ccccc1
12.9 | 0.6 | COc1nc(Oc2ccc(C(=O)O)cc2)nc(Oc2ccc(C(=O)O)cc2)n1
8.5 | 1.9 | Oc1ccc(-c2nnc(Nc3cccc(O)c3)c3ccccc23)cc1
8.8 | -1.0 | Cc1ccc(S(=O)(=O)N=S(CCO)CCO)cc1
13.6 | -0.3 | COc1ccc(NC(=S)N2CCCC2)cc1OC
2.4 | -3.0 | COCCN(CCOC)C(=O)C12CCC(C)(C(=O)C1)C2(C)C (stereo not drawn)
4.2 | -0.4 | O=c1[nH]c(=S)n(C2CCCCC2)c(O)c1C=NCCN1CCOCC1
7.4 | 0.1 | COc1ccccc1OCCn1cc(/C=N/n2cnnc2)c2ccccc21

Single records, as listed above. Order of screens: OX1R antag | STK33 kinase inh
`O=C(C1=C(O)C(=O)N(CCN2CCOCC2)C1c1ccccn1)c1cccs1` (stereo not drawn) as listed: 58.9* | -1.2
`Cc1ccc(S(=O)(=O)N=S(CCO)CCO)cc1` as listed: 8.8 | -1.0
`CCCN1CCc2c(sc3nc(SC)n(-c4ccccc4)c(=O)c23)C1` as listed: 13.1 | -1.0

The listing continues.
OX1R antag | STK33 kinase inh | compound
14.6 | -1.4 | O=C(O)/C(=C\c1ccc(F)cc1)c1ccc(-c2ccccc2)cc1
19.3 | -1.7 | COCC(=O)N(Cc1ccccc1)c1ccccn1
23.6 | -0.9 | COCCN(CCOC)C(=O)c1c[nH]c2ccc(S(=O)(=O)N(C)c3ccc(F)cc3)cc2c1=O
26.5 | 0.1 | CS(=O)(=O)N(CC(=O)N1CCCCCC1)c1ccccc1
21.4 | -1.4 | Cc1cc(Cl)ccc1OCC(=O)NCCOC(=O)Nc1sc(=S)n(C)c1C
8.9 | -0.6 | COc1cccc(NC(=O)COc2ccc(C(=S)N3CCN(C)CC3)cc2OC)c1
11.8 | 1.9 | CCN(CC)S(=O)(=O)c1ccc(C(=O)Nc2cc3oc4ccccc4c3cc2OC)cc1
14.8 | -0.8 | O=C(NC1=NCCS1)c1ccc(Cl)cc1
13.8 | -1.2 | O=C(CNC(=O)c1cccc(Br)c1)N/N=C/c1ccc2c(c1)OCO2
11.8 | 1.3 | CCN(CC)c1ccc(C=C2C(=O)OC(C)(C(C)(C)C)OC2=O)cc1 (stereo not drawn)

Exported with two lines to a compound: 3 of the compounds above.
Value order: OX1R antag | STK33 kinase inh
COc1cccc(NC(=O)COc2ccc(C(=S)N3CCN(C)CC3)cc2OC)c1
  8.9 | -0.6
CCN(CC)S(=O)(=O)c1ccc(C(=O)Nc2cc3oc4ccccc4c3cc2OC)cc1
  11.8 | 1.9
O=C(NC1=NCCS1)c1ccc(Cl)cc1
  14.8 | -0.8

(listing goes on)
OX1R antag | STK33 kinase inh | compound
13.5 | -2.2 | COc1cc(/C=C(\C#N)C(=O)Nc2cccc(C(=O)O)c2)ccc1OCc1ccc(Cl)cc1
65.9 | -0.2 | COc1cc(OC)cc(C(=O)/C=C2\Sc3ccccc3N2C)c1
2.4 | -0.6 | O=S(=O)(NCC1CCCO1)c1ccc(S(=O)(=O)N2CCc3ccccc3C2)cc1 (stereo not drawn)
18.9 | -2.4 | CCC(CC)C(=O)Nc1ccccc1NC(C)=O
10.0 | -1.4 | O=C(OCC(=O)N1CCN(C(=O)c2ccco2)CC1)c1c(Cl)cccc1Cl
8.8 | 0.5 | COc1cc2c(C(=O)NCc3ccc4c(c3)OCO4)cn(C)c(=O)c2cc1OC
28.5 | 1.4 | CCN(CC)S(=O)(=O)c1ccc(NC2=NS(=O)(=O)c3ccccc32)cc1
6.9 | -1.2 | CCc1nnc(NC(=O)Cc2ccc(OC)cc2)s1
7.6 | -0.1 | COCc1cccc(C2=CC(=O)C[C@H](c3ccc(F)cc3)C2)c1
3.3 | -1.5 | COc1ccc(CNCc2ccccc2C(F)(F)F)cc1
15.1 | 0.6 | COc1cccc(NC(=O)NC(=O)c2c(C)cc(Cl)nc2Cl)c1
10.7 | -0.9 | CCC(=O)Nc1cccc(NC(=O)CSc2nnnn2C2CCCC2)c1
2.1 | -1.1 | O=C(NC1CC1)C1CCN(C2CCN(C(=O)CCOc3ccccc3)CC2)CC1
28.6 | 2.3 | CC(=O)c1ccc(NC(=O)CNCC(c2ccccc2)N(C)C)cc1 (stereo not drawn)
9.9 | -2.4 | CC(=O)Oc1ccc(C(=O)Nc2cccc(-c3nnc(-c4ccco4)o3)c2)cc1
18.9 | -2.0 | Cc1ccc(OCCOCCOc2ccc(Br)cc2/C=N\NC(=O)c2ccncc2)cc1
54.4 | -1.1 | O=S(=O)(c1ccc(Cl)cc1)N1CCCC1c1nc2ccccc2s1 (stereo not drawn)
6.1 | -1.6 | CCNc1nc(SCC(=O)Nc2ccc(Cl)c(Cl)c2)nc(N(C)C)n1
-0.9 | -0.1 | CC(C)(C)c1cc(NC(=O)CSc2nnc(N)s2)n(-c2ccccc2)n1
10.6 | -1.4 | Cc1nc(-c2ccc(S(=O)(=O)Nc3ccc(Br)cc3F)cc2)co1
4.3 | -2.1 | CCOP(=O)(OCC)C(O)c1cc(OC)c(OC)c(OC)c1 (stereo not drawn)
19.5 | -1.1 | OC(CN1CCCCC1)CN(c1ccccc1)c1ccccc1 (stereo not drawn)
17.9 | -0.7 | CCSc1nnc2ccc(-c3cccs3)nn12
5.2 | -1.1 | CSC(SC)=C(C#N)C(=O)c1ccccc1
5.7 | -0.4 | CCOc1ccc(CCNC(=O)c2cccc3c2C(=O)N(CCOC)C3)cc1OCC
12.9 | x | Cc1ccc(OCc2cc(C(=O)NCCc3cccnc3)no2)cc1C
7.0 | -1.5 | Cc1cc(C(=O)OCC(=O)N2CCc3ccccc32)ccc1[N+](=O)[O-]
6.7 | -1.0 | CN(C)/C=C/C(=O)c1nnn(C2CCCCC2)c1NC1CCCCC1
-6.6 | -1.2 | CC1CCCN(CCOc2ccc(Br)cc2)C1 (stereo not drawn)
22.3 | 1.3 | COc1ccc(/C=C2/SC(=S)N(CCCC(=O)N3CCN(C)CC3)C2=O)cc1
5.0 | 0.6 | O=C(O)/C=C/C(=O)NCCc1ccc(Cl)cc1
-5.6 | -0.3 | C#CCOc1coc(COC(=O)c2ccccc2)cc1=O
11.2 | -0.5 | COc1ccc(C(CNC(=O)c2oc3ccc(Cl)cc3c2C)N2CCCCC2)cc1 (stereo not drawn)
5.0 | 0.5 | C=CCNC(=S)NNc1nc2c(c(=O)[nH]1)C1(CCCCC1)Cc1ccccc1-2
14.6 | -1.9 | NC(=O)CC[C@H](NC(=O)c1ccc(F)cc1)C(=O)OCC(=O)NCc1ccc(F)cc1
19.9 | 0.1 | COc1cccc(C(=O)NCC(=O)N/N=C(C)\C=C\c2ccccc2)c1
5.0 | 1.6 | COc1ccc(NC(=O)COC(C)=O)cc1Cl
40.9 | -0.4 | CSc1cccc(NC(=O)C2(S(=O)(=O)c3ccc(C)cc3)CC2)c1
-1.5 | x | Cn1c2cc(Br)sc2c2cnn(Cc3ccc(F)cc3F)c(=O)c21
21.5 | -0.4 | Cc1nn(C)cc1S(=O)(=O)NCc1ccccc1Cl
15.9 | 0.6 | O=C(c1ccc(CS(=O)c2ccccc2Cl)o1)N1CCCCCC1 (stereo not drawn)
8.6 | 0.9 | COc1cc(NC(=O)c2cccs2)ccc1NC(=O)Cc1ccccc1
10.3 | -1.4 | CC1CCN(C(=O)c2cccc(S(=O)(=O)N3CCCc4ccccc43)c2)CC1
18.0 | 0.3 | O=C(NCCCc1ccccc1)C1CCC(=O)N(Cc2ccc(Cl)cc2)C1 (stereo not drawn)
-3.8 | -0.4 | Cc1ccc2[nH]c(C(=O)N3CCC(C(N)=O)CC3)cc2c1
21.9 | -0.8 | CC(C)N(C(=O)Cn1cc(S(=O)(=O)CC(=O)NCc2ccc(F)cc2)c2ccccc21)C(C)C
-0.6 | -3.7 | O=C(Cn1c(N2CCN(C/C=C/c3ccccc3)CC2)nc2ccccc21)c1ccccc1
23.6 | -1.6 | COc1ccc(NC(=O)C2C3C=CC4(CN(Cc5cccnc5)C(=O)C24)O3)c(OC)c1 (stereo not drawn)
17.7 | 0.7 | Cc1ccc(NC(=O)C2C3/C=C\CCCCC32)cc1C (stereo not drawn)
25.2 | -0.8 | CCOC(=O)N1CCN(C(=O)CSc2nc(=O)n3cc(C)ccc3n2)CC1

The list goes on.
OX1R antag | STK33 kinase inh | compound
5.7 | 0.1 | O=C(Nc1ccc(F)c(Cl)c1)C1CCCN(C2=NS(=O)(=O)c3ccccc32)C1 (stereo not drawn)
17.8 | 0.0 | Cc1cc(C(=O)OCC(=O)N2CCN(C(=O)c3ccco3)CC2)c(C)n1-c1ccc(F)cc1
43.2 | -0.9 | Cc1cccc(C)c1NC(=O)CN(C)C(=O)c1ccc(-n2cncn2)c([N+](=O)[O-])c1
12.1 | -0.6 | O=C(NC(=S)NCCc1ccc(Cl)cc1)c1ccco1
39.2 | -0.9 | Cc1ccc(C)c(S(=O)(=O)N2CCCOC2CNC(=O)C(=O)NCCC2=CCCCC2)c1 (stereo not drawn)
4.0 | -1.9 | CC(OC(=O)c1cccc(NS(C)(=O)=O)c1)C(=O)Nc1ccc2c(c1)OCO2 (stereo not drawn)
-6.3 | -0.3 | CC(C)N(CCNC(=O)c1ccc(NC2=NC3CS(=O)(=O)CC3S2)cc1)Cc1ccco1 (stereo not drawn)
15.3 | 1.7 | CC(C)(CNC(=O)CC1C(=O)NCCN1Cc1cccc(F)c1)N1CCOCC1 (stereo not drawn)
34.2 | -1.1 | O=C(OCC(=O)c1c[nH]c2ccccc12)c1cccc(S(=O)(=O)N2CCCCCC2)c1
3.7 | 0.0 | O=C(NCc1ccc2c(c1)OCO2)c1cc2n(n1)C(C(F)(F)F)CC(c1ccc3c(c1)OCO3)N2 (stereo not drawn)
32.4 | 0.2 | Cc1ccc(-c2nn(C)c(=O)c3ccccc23)cc1CNC(=O)CN1CCOCC1
1.0 | -0.8 | COc1cc(OC)cc(-c2c(-c3cccs3)c3cc(-c4ccc(OC)c(F)c4)ccc3n2C)c1
6.8 | -1.6 | COCc1ccc(CN2CCCC(CCC(=O)NCc3ccc(C)o3)C2)o1 (stereo not drawn)
11.8 | -1.7 | CCCCCC(=O)N(Cc1ccccc1)c1c(N)n(CCOC)c(=O)[nH]c1=O
23.3 | -0.6 | O=C(Cc1cccs1)Nc1ccccc1NC(=O)Cc1cccs1
11.1 | -0.3 | CC(C)c1nc(SCc2c(F)cccc2Cl)c2c(=O)n(C)c(=O)n(C)c2n1
113.9* | -1.0 | O=C(N/N=C/c1ccc([N+](=O)[O-])cc1)c1ccc2nc[nH]c2c1
9.4 | -0.3 | O=C(Nc1ccc(Cl)c(Cl)c1)N1CCC(N2CCCCC2)CC1
-3.8 | 0.5 | O=C(Cc1cccs1)NCc1cn2ccccc2n1
20.8 | -2.2 | CCN(C(=O)COC(=O)/C=C/c1ccc(F)cc1)C1CCCCC1
26.4 | -1.0 | Cc1ccc(-c2csc(NC(=O)Cn3cnc4c3c(=O)n(C)c(=O)n4C)n2)cc1C
23.6 | -0.9 | Cc1ccc([C@@H]2[C@@H]3C(=O)N(C)C(=O)[C@@H]3[C@]3(Cc4ccccc4)C(=O)N(CCO)CC(=O)N23)o1
4.0 | 1.3 | CCOC(=O)c1ccccc1NC(=O)c1cccnc1
11.5 | -1.3 | Cc1ccc(NS(=O)(=O)c2ccc3c(c2)NC(=O)CC(=O)N3)cc1C
3.6 | -4.3 | CCn1c2ccccc2n2c(=O)c(=O)n(CC(=O)N3CCN(c4ccccc4OC)CC3)nc12
14.3 | 0.3 | CCOC(=O)C1=C(C)NC(SCC(=O)OC)=C(C#N)C1c1ccc(C(=O)OC)cc1 (stereo not drawn)
7.2 | -1.9 | O=S(=O)(c1ccc(Cl)cc1)n1nnc2ccccc21
15.2 | -1.4 | CC(C)(C)c1ccc(Cn2cnc(-c3ccc([N+](=O)[O-])cc3)c2)cc1
13.5 | -0.7 | Cc1cc(C)n(-c2ccc(C(=O)N3CC(C)OC(C)C3)cc2)n1 (stereo not drawn)
20.1 | -0.6 | O=C(CN1CCN(Cc2ccccc2)CC1)NCCc1ccccc1
7.4 | -0.6 | O=C(c1cc2ccccc2oc1=O)N(Cc1cccs1)C1CCS(=O)(=O)C1 (stereo not drawn)
x | -0.6 | CCCCNC(=O)CCc1c(C)nc2c(c(C)nn2-c2ccccc2)c1C
4.9 | -0.6 | O=C(NCC1CCCO1)C1CCN(CC2CCCCC2)CC1 (stereo not drawn)
14.4 | -2.1 | COc1ccccc1CNC(=O)C1CCN(C(=O)NC2CCCCC2)CC1
8.1 | -0.9 | CC(C)(C)c1ccc(NNC(=O)C2CCC2)cc1
4.0 | 1.8 | CCOc1cc2[nH]c(=O)n(CCCCC(=O)N3CCCCCC3)c(=O)c2cc1OCC
19.1 | -0.7 | CC(C)(C)C(=O)NC1CC2CCCC(C1)N2C(=O)Nc1ccccc1F (stereo not drawn)
15.6 | -1.5 | COc1cc(C(=O)N2CCN(C(=O)C3CC3)CC2)cc(OC)c1OC
6.5 | -0.8 | Cc1ccsc1/C=N/NC(=O)CNC(=O)c1c(F)cccc1Cl
